# NCOA1 inh = human NCOA1 inhibition; Q15788; HEK293 GAL4-SRC1 luciferase reporter, luminescence; inhibition, % at 3.6 µM; 360,000 compounds, 0.12% hits; AID 588354;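 active = inhibition above the campaign mean plus 3 SD, with each screening campaign given its own cutoff, cut at about 60% in these data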;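 note: 0% = DMSO treated cells and 100% = gossypol at 36 µM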
# TROY signal inh = inhibitors of TROY-dependent NF-kB signaling; Q293 LMP1-TROYcd NF-kB luciferase reporter, 4 h; 360,000 compounds, 0.98% hits; AID 1347056; inhibition, % at 10 µM;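 active = compounds whose plate-normalised and pattern-corrected inhibition of the luciferase reporter signal at the single screening dose is 50% or more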
# Vif imaging = blocks HIV Vif function; HEK293T cells, Vif self-association by quenched fluorescence, imaging, 24 h; inhibition, % at 7.49 µM; 340,000 compounds, 0.35% hits; AID 602346; in the data active = inhibition above about 50%, passing the limit was not always enough; note: some results filed as inactive read as strong as hits
# TLR9-MyD88 block = TLR9-MyD88 interaction inhibition. CHO BLA complementation TLR9-MyD88, CCF4 FRET ratio. inhibition, % at 4.98 µM. 340,000 compounds, 0.21% hits;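 active = inhibition above the mean over all tested compounds plus 3 SD, cut at about 21% in these data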;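 note: 0% = DMSO only wells and 100% = clavulanate BLA inhibitor control wells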
# NOD2 RIPK2 PPI = NOD2-RIPK2 protein interaction inhibition. 360,000 compounds, 0.38% hits. inhibition, % at 4.98 µM. O43353. CHO BLA complementation NOD2-RIPK2, CCF4 ratio; in the data active = inhibition above about 21%;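 note: 0% = vehicle only and 100% = reference blocker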
# SRC3 inh = inhibits human SRC3 coactivator; inhibition, % at 3.6 µM; 360,000 compounds, 0.17% hits; HEK293 GAL4-SRC3 luciferase reporter, luminescence; Q9Y6Q9;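 active = inhibition above a per-campaign cutoff, the mean of all compounds plus 3 SD, cut at about 60% in these data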;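 note: 0% = DMSO-treated cells and 100% = gossypol-treated cells at 36 µM; higher means less SRC3-driven luciferase light from the GAL4 reporter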
# Target sequence (Q9Y6Q9 whole entry, looked up, the tested form may be a part): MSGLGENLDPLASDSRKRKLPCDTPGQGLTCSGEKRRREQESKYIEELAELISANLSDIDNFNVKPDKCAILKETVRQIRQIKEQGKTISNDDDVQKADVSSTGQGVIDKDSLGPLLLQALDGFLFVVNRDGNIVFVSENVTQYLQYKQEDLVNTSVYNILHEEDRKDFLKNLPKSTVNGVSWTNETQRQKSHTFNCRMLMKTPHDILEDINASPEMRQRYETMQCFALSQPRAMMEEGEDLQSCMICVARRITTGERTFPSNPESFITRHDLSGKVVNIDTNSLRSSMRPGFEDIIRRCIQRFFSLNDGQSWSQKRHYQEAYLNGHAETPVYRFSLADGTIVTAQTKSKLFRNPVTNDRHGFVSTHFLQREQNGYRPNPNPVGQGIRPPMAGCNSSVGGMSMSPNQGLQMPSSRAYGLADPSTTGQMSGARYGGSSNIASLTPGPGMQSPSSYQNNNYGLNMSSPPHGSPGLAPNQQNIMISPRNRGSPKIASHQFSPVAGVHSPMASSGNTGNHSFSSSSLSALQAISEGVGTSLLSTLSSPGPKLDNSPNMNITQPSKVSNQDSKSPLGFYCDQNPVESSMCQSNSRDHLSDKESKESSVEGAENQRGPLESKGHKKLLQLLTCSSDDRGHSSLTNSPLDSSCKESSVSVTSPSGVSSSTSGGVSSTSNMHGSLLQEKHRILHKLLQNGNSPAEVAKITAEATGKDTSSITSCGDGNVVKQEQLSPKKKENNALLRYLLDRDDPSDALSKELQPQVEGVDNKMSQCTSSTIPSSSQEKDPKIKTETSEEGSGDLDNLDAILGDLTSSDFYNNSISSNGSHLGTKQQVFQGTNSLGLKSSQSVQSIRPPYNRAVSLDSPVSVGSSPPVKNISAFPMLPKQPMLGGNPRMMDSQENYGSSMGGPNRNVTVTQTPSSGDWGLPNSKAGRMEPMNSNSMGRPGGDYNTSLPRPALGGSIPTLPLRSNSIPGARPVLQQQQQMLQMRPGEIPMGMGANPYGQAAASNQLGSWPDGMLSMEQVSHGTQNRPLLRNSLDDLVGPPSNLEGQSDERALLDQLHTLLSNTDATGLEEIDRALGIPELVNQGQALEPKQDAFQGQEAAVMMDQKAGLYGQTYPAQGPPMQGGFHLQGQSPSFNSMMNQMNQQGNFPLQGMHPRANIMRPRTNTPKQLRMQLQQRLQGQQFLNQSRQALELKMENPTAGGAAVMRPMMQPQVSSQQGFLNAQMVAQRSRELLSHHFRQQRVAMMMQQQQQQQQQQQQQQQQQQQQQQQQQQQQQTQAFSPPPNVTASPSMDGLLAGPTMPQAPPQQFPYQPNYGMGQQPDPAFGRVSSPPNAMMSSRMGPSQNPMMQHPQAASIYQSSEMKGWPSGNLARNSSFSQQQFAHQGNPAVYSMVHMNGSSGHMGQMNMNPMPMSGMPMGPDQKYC
# TRAIL sens C8 = caspase-8 TRAIL sensitization | 360,000 compounds, 1% hits | inhibition (viability loss, TRAIL sensitization), % at 10 µM | NB7+C8 cells + TRAIL, ATPlite viability luminescence;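 active = compounds causing at least 50% loss of cell viability in the single-dose screen, relative to plate controls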
# NR2F2 inh = blocks human COUP-TFII nuclear receptor | P24468 | HEK293T NGFI-A luciferase reporter, luminescence | inhibition, % at 8.6 µM | 370,000 compounds, 0.7% hits | AID 686940;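 active = inhibition above a per-plate cutoff, mean inhibition of test wells between control levels plus 3 SD, cut at about 38% in these data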;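 note: cells cotransfected with COUP-TFII expression vector driving the NGFI-A reporter; 0% = median of COUP-TF2 test wells and 100% = reporter-only cells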
# NCOA2 inhibitor = inhibits human steroid receptor coactivator 2. Q15596. HEK293 GAL4-SRC2 luciferase reporter, luminescence. inhibition, % at 9 µM. 370,000 compounds, 0.17% hits. AID 651957;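 active = inhibition above the mean inhibition of all tested compounds plus 3 SD, set per campaign, cut at about 52% in these data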;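 note: 0% = DMSO treated cells and 100% = cells given Gossypol at 36 µM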
# NR5A2 inv ag = suppresses constitutive activity of human LRH-1; 360,000 compounds, 0.13% hits; O00482; inhibition, % at 3.6 µM; HEK293T StAR-luciferase reporter, LRH-1 transfected, 24 h;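 active = inhibition above the mean inhibition of all tested compounds plus 3 SD, cut at about 73% in these data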;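 note: 0% = DMSO wells and 100% = reporter-only cells lacking LRH-1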
# EBV LMP1 NFkB = reduces LMP1-driven NF-kappaB luciferase signal; inhibition, % at 12.5 µM; AID 504558; 350,000 compounds, 0.69% hits; LMP1-induced NF-kappaB luciferase reporter cells, luminescence; in the data active = inhibition above about 41%;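 note: 0% = neutral control wells and 100% = reference inhibitor control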
# * = called active by the depositor; x = no result given.
SMILES	NCOA1 inh	TROY signal inh	Vif imaging	TLR9-MyD88 block	NOD2 RIPK2 PPI	SRC3 inh	TRAIL sens C8	NR2F2 inh	NCOA2 inhibitor	NR5A2 inv ag	EBV LMP1 NFkB
S=C(NCCc1ccccc1)Nc1ccc(Cl)cc1	-39	-21	4	-3	-4	-32	-2	-27	-79	-69	-21
CCN1C(=O)c2ccccc2S(=O)c2ccc(C(=O)N3CCOCC3)cc21 (stereo not drawn)	-10	3	-8	-1	-7	15	6	11	15	-4	-12
Cc1ccc(C23CC4CC(CC(NC(=O)N5CCN(C)CC5)(C4)C2)C3)cc1	-12	-3	10	-1	3	3	-11	14	-14	-5	0
CCOc1ccc(C2/C(=C(/O)c3ccc(F)cc3)C(=O)C(=O)N2CCCN(C)C)cc1 (stereo not drawn)	4	-3	40	-5	3	19	3	-1	-11	1	0
Cc1cccc(C(=O)NCC(=O)N2CCN(c3ccc(Cl)cc3)CC2)c1	9	16	-12	6	-7	11	7	24	27	19	0
Cc1ccc(OCCN2CCN(c3ncnc4sc(C)c(C)c34)CC2)cc1	14	39	-33	11	-1	33	15	73*	31	54	10
Cc1n[nH]c(C)c1S(=O)(=O)N1CCCC(C(=O)NCc2ccccc2Cl)C1 (stereo not drawn)	-10	-3	-6	1	-6	4	6	12	7	-8	3
Cc1cccc(C)c1NC(=O)C1c2ccccc2OCC(=O)N1Cc1ccc2c(c1)OCO2 (stereo not drawn)	x	-1	x	x	-3	x	3	13	5	-8	x
CC(=O)N(CCC(Cc1ccccc1)c1ccc2c(c1)OCO2)Cc1ccc(Cl)cc1 (stereo not drawn)	5	9	-2	-6	-5	15	23	-4	-23	-13	1
CC(=O)Oc1ccc2c(=O)c(/C=N/c3cc(=O)[nH]c(=S)[nH]3)coc2c1	-20	14	4	-2	-10	-7	-26	-9	7	-2	5
COc1cccc(C(=O)Nc2cc3c4c(c2)CC(=O)N4CCC3)c1	-16	-26	3	-5	3	-7	10	0	-20	-2	1
O=C(NCC(=O)N1CCN(c2ccccn2)CC1)c1ccc(Br)o1	-7	-8	-7	2	0	-4	-19	0	-18	-12	-5
COc1ccccc1C(=O)Nc1ccc2c(c1)CN(C(=O)CSC)CC2	-9	-19	-6	3	-3	-8	25	-16	-12	-8	-3
Cc1c(NS(=O)(=O)c2ccc([N+](=O)[O-])cc2)c(=O)n(-c2ccccc2)n1C	-2	7	0	-6	4	1	-3	-7	-1	-6	-7
c1cc2c(cc1Oc1nc(N3CCOCC3)nc(N3CCOCC3)n1)OCO2	3	-4	30	1	-8	1	3	2	3	2	6
CCOc1cc(OCC)cc(C(=O)NC(=S)Nc2cccc(C(F)(F)F)c2)c1	-2	-11	x	-10	-2	27	5	-2	-38	11	15
Cc1cccc(N(CC(=O)NC2CC2)S(=O)(=O)c2ccc(Cl)cc2)c1	-31	3	-6	3	-6	3	2	2	-38	-2	-4
CCSC1=NCCN1S(=O)(=O)c1ccc(F)cc1	-3	1	-1	5	-2	4	-3	-15	-1	-18	0
O=C(Nc1ccc(S(=O)(=O)N2CCOCC2)cc1)c1ccc(Cl)cc1Cl	-5	-9	12	6	4	9	1	18	-6	0	1
O=C(OCC#CCSc1nnc(-c2cccc3ccccc23)o1)c1ccc(F)cc1	-5	-33	-4	5	-6	-11	7	-7	-10	6	5
CCCc1nnc(NC(=O)CCS(=O)(=O)Cc2ccccc2)s1	-7	7	0	5	-7	-9	-7	13	9	-8	-4
COc1ccc(-c2nn(-c3ccccc3)cc2/C=N/Nc2ccc(S(N)(=O)=O)cc2[N+](=O)[O-])cc1OC	-15	-18	23	-4	-2	-2	11	20	-17	-1	9
COC(=O)c1ccc2nc(-c3ccc(F)cc3)c(Cc3ccc(OC)cc3C)n2c1	-7	-18	x	x	1	-26	10	-5	-5	-24	x
CC(=O)c1cnc2cc(-c3ccccc3)nn2c1C	-69	-37	4	1	-8	-51	18	-35	-33	-76	-30
COc1ccccc1Oc1ccc(N/C=C2/CCCC2=O)cc1	-10	-8	-18	-4	0	8	-6	-4	-2	-9	-10
Cc1ccc(CCNC(=O)C2CCC(=O)N(Cc3ccccc3F)C2)o1 (stereo not drawn)	-37	-19	4	-11	0	-19	-10	-32	-35	-50	-5
Clc1cc(Cl)cc(CN2CCSCC2)c1	17	6	-2	-6	7	-7	-13	5	-2	10	1
COc1cccc(NC(=O)Cc2nnc(SCC(=O)NC(C)c3ccccc3)n2C)c1 (stereo not drawn)	-2	4	-4	-2	-3	-1	5	-5	-11	28	5
COCc1nnc(NC(=O)CCc2ccc(OC)cc2)s1	-10	-5	-1	-10	5	-7	5	2	11	-21	-9
CCc1ccc(C(=O)OCC(=O)NCC(F)(F)F)cc1	-14	-2	-1	-5	2	-1	-11	-4	-16	2	-20
CC(C)(C)C(=O)Nc1c2c(nn1-c1cccc(Cl)c1)CS(=O)(=O)C2	2	6	3	-5	-8	5	24	9	-6	3	6
c1ccc(-c2nc(NCC3CC3)nc3ccsc23)cc1	4	-7	-9	x	0	-7	6	-3	-18	-8	x
COc1ccc(C(c2c(C)n(C)n(-c3ccccc3)c2=O)c2c(C)n(C)n(-c3ccccc3)c2=O)cc1	8	-3	7	-3	-1	-6	0	-5	0	-16	2
CO/N=C/c1c(-c2ccc(Cl)cc2)nc2cc(C)ccn12	-6	-44	-2	3	-11	-23	2	-13	-44	-19	7
CC(=O)OC1CSC2c3ccccc3C(=O)N2Cc2sccc21 (stereo not drawn)	7	-1	-2	0	-3	-9	-2	-12	-4	5	-5
COC(=O)C1NN=C(C(=O)c2ccc(Br)cc2)C1c1cccc(Br)c1 (stereo not drawn)	-11	23	-1	1	-3	8	0	18	13	1	1
Cc1nn(-c2ccccc2)c(N)c1C(O)(C(F)(F)F)C(F)(F)F	-7	-18	5	6	-11	-1	3	0	-4	-1	1
CN(C)CCN[C@H]1CCC2C3CC=C4C[C@@H](O)CC[C@]4(C)C3CC[C@@]21C (stereo partly drawn)	3	3	7	5	10	-37	1	9	-10	1	-4
CCc1cc(=O)oc2cc(C)cc(OC(C)C(=O)NC3CC(C)(C)NC(C)(C)C3)c12 (stereo not drawn)	-23	-4	-15	-1	-3	14	8	-15	10	16	4
COc1ccccc1NC(=O)CCn1c(=O)c2cccn2c2ccccc21	2	-5	-5	-3	-1	-13	-14	-7	2	-22	0
CC(Oc1cc2oc(=O)c3c(c2cc1Cl)CCCC3)C(=O)NCc1cccnc1 (stereo not drawn)	-5	8	-7	-9	-3	-5	-8	11	8	-14	4
COc1ccc2nc(NC(=O)CN(c3ccc(C)cc3)S(=O)(=O)c3c(C)nn(C)c3C)sc2c1	-16	-22	-16	3	1	2	6	12	13	5	15
COc1cc(C(C)=O)ccc1OCC(O)CN(CCO)Cc1ccccc1 (stereo not drawn)	-2	4	19	-1	11	-7	2	3	-1	-10	-3
Cc1ccc(C(C)C)c(OCC(=O)Nc2ccc(N3CCN(S(C)(=O)=O)CC3)cc2)c1	-23	0	4	-4	-3	-3	-9	10	-6	9	-15
CN1CCCN(C(=O)c2cc(-c3ccc(Cl)c(Cl)c3Cl)nc3ccccc23)CC1	-2	1	6	-1	-5	13	-6	9	17	-17	4
O=C(Cc1c(F)cccc1Cl)Nc1nc2ccccc2s1	-46	-31	-14	-5	12	-42	-6	-14	-25	-39	-24
Cc1ccc2c(c1)N(C(=O)CSc1nncn1C)C(C)(C)c1ssc(=S)c1-2	-14	-6	-5	-4	4	3	7	8	11	8	-9
COc1ccc(/C=C/C(=O)OCC(=O)N2CC(=O)Nc3ccccc32)cc1S(=O)(=O)N1CCOCC1	-1	7	4	7	-3	10	-11	-2	-5	6	-1
COc1ccc(OC)c(NC(=O)NNC(=O)c2cc3occc3[nH]2)c1	-11	-9	-20	11	0	0	5	5	-23	-11	-2
COc1cc(/C=C2/C(=O)NN(c3ccccc3)C2=O)cc(Br)c1O	-4	2	1	0	-5	-11	4	8	-48	-9	5
Cc1c(Cl)cccc1NC(=O)CSc1nnc(C)n1CC1CCCO1 (stereo not drawn)	14	6	-8	-10	11	4	11	10	-17	46	-6
COc1ccc(C(=O)Nn2c(SCC(=O)NCC3CCCO3)nc3ccccc3c2=O)cc1 (stereo not drawn)	-8	78*	x	8	-1	6	46	26	24	-2	39
COc1ccc(OC)c(N/C=C/C(=C(C#N)C#N)N(C)C)c1	4	26	-1	x	1	1	-17	6	3	-7	-18
c1ccc(CSc2nnc(-c3ccco3)c(-c3ccco3)n2)cc1	7	4	-8	-15	-10	-15	-12	x	x	-15	-1
COCCNc1nc2nonc2nc1N1CCCC1c1nccs1 (stereo not drawn)	2	-6	-18	6	3	4	0	-9	4	-1	-6
N#Cc1ccc(NC(=O)COC(=O)C2=COCCO2)cc1	-29	-14	23	-8	-3	-1	-2	11	-2	-8	-1
CCCCNC(=O)Nc1c(C(=O)OC)[nH]c2ccc(C)cc12	8	17	0	-7	-3	-8	-3	-15	8	2	6
CCOc1cc(C(=O)Nc2cc(OC)cc(OC)c2)ccc1OCC(=O)N1CCOCC1	2	-2	3	0	-16	-1	-2	-3	-10	-2	4
C[C@H](CO)N1C[C@H](C)[C@H](CN(C)Cc2ccncc2)Oc2ncc(C#CC3CC3)cc2C1=O	4	-5	x	-11	-5	-7	-12	7	-33	-18	-7
CCOc1ccc(S(=O)(=O)Nc2cc(C)ccn2)c2ccccc12	-14	23	-15	3	-6	-10	0	4	-17	-3	-6

# Three entries out of the list above, ordered by the number in NCOA2 inhibitor, lowest first.
mol | NCOA2 inhibitor
COc1ccc(OC)c(NC(=O)NNC(=O)c2cc3occc3[nH]2)c1 | -23
COc1cc(C(C)=O)ccc1OCC(O)CN(CCO)Cc1ccccc1 (stereo not drawn) | -1
CN1CCCN(C(=O)c2cc(-c3ccc(Cl)c(Cl)c3Cl)nc3ccccc23)CC1 | 17

# The results go on:
SMILES	NCOA1 inh	TROY signal inh	Vif imaging	TLR9-MyD88 block	NOD2 RIPK2 PPI	SRC3 inh	TRAIL sens C8	NR2F2 inh	NCOA2 inhibitor	NR5A2 inv ag	EBV LMP1 NFkB
CSc1ccc(-c2cc(=O)c3ccccc3o2)cc1	-86	-55	-9	10	-7	-95	37	-17	-38	-69	-10
Nc1nc(N)nc(-c2ccccn2)n1	12	-4	8	-7	-1	-4	-3	-7	-41	15	-4
O=C1CC(Sc2ccc(Cl)cc2)C(=O)N1c1ccc2c(c1)OCCO2 (stereo not drawn)	7	-8	6	-6	-2	25	14	20	2	-1	-12
CC(=O)N/C(=C\c1cccc([N+](=O)[O-])c1)C(=O)NC(C)C	-13	7	-7	6	-2	4	-3	0	3	-11	9
Cc1nnc(SCC(=O)c2cc(C)n(-c3ccc4c(c3)OCO4)c2C)s1	-53	-42	-38	-3	-6	-28	-12	1	-8	-30	-19
Cc1cccc(NC(=O)Cn2cccc2)c1	-4	18	4	3	-7	0	-9	7	-18	11	5
COc1cc(C)nc(Oc2ccc(/C=N/O)cc2)n1	-4	-11	15	-3	-4	-18	-8	-16	-1	-38	-9

# Assay outcomes deposited in PubChem BioAssay by several laboratories.

# These rows are one share of the data, so the mix of outcomes need not match the whole.
